Source: PubChem (several laboratories)
Ba/F3 V617F tox: reduced viability of JAK2V617F-dependent Ba/F3 cells, primary screen, JAK2V617F inhibitor project, cell-based, Ba/F3 EpoR-JAK2V617F, luminescence. AID 1446, 2008. inhibition, % at 5.6 µM. ATP luminescence. 1.1% of 220,000 active;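 active means inhibition above the campaign mean plus 3 SD over all tested compounds, cut at about 24% in these data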;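 further: cytokine-independent growth of Ba/F3 cells driven by EpoR plus mutant JAK2; 0% = DMSO-treated cells and 100% = JAK inhibitor I control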
S1P4 agonist: S1P4 receptor agonists, primary screen, cell-based | Sphingosine 1-phosphate receptor 4 (Homo sapiens), O95977 | S1P4-expressing cell line, agonist reporter assay | activation, % at 4.98 µM | 0.35% of 220,000 active | AID 1509, 2009; in the data active means activation above about 11%;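 further: 0% = DMSO vehicle and 100% = reference agonist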
Target sequence (O95977 whole entry, looked up): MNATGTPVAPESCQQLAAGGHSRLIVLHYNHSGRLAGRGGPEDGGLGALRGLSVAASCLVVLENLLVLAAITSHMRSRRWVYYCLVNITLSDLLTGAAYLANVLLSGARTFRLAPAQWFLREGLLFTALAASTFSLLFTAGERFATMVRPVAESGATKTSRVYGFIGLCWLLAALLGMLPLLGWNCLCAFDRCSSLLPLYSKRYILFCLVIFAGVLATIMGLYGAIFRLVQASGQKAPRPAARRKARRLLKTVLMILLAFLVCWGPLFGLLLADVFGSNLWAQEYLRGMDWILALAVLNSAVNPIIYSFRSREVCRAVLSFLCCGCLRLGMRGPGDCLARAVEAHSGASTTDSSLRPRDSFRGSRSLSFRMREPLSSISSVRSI
eIF4E 4G PPI: eIF4E–eIF4G protein interaction inhibitors, primary screen, biochemical, uHTS, TR-FRET, eIF4GI fragment; Eukaryotic translation initiation factor 4E (Mus musculus) + Eukaryotic translation …; TR-FRET eIF4E-eIF4GI(517-606) binding, 2 h; inhibition, % at 21.7 µM; 0.37% of 220,000 active;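 active means inhibition above about 30%, limit read from the data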;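 further: 0% = full FRET control wells and 100% = background wells lacking eIF4GI fragment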
S1P4 antagonist: S1P4 receptor antagonists, primary screen, cell-based; Sphingosine 1-phosphate receptor 4 (Homo sapiens), O95977; S1P4-expressing cells, antagonist mode, reporter read-out; inhibition, % at 4.98 µM; 0.26% of 220,000 active; in the data active means inhibition above about 29%;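 further: 0% = wells stimulated with agonist and 100% = vehicle wells without agonist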
BaF3 parental: parental Ba/F3 cell viability inhibition, counter-screen for JAK2V617F inhibitor project, murine pro-B, CellTiter-Glo luminescence; CellTiter-Glo ATP luminescence; inhibition, % at 5.6 µM; 1.1% of 220,000 active; AID 1486, 2009;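 active means inhibition above a per-campaign cutoff, the mean inhibition of all tested compounds plus 3 SD, cut at about 27% in these data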;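 further: 0% = DMSO wells and 100% = JAK Inhibitor I control wells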
Mdm2 ligase inh: MDM2-luciferase reporter signal enhancers, primary screen, MDM2 E3 ligase inhibitor project, cell-based, luminescence, 1536-well | E3 ubiquitin-protein ligase Mdm2 (Homo sapiens), Q00987 | cell-based MDM2 ubiquitination luciferase reporter, 2 h; 0 = plate control, 100 = twice control, blank-subtracted | signal enhancement, % at 5 µM | 0.11% of 210,000 active | AID 1230, 2008;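 active means signal enhancement of 30% or more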;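 further: luminescence tracks abundance of the self-degrading MDM2-luciferase fusion protein; higher signal means inhibition of MDM2 E3 ligase activity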
Target sequence (Q00987 whole entry, looked up, the tested form may be a part): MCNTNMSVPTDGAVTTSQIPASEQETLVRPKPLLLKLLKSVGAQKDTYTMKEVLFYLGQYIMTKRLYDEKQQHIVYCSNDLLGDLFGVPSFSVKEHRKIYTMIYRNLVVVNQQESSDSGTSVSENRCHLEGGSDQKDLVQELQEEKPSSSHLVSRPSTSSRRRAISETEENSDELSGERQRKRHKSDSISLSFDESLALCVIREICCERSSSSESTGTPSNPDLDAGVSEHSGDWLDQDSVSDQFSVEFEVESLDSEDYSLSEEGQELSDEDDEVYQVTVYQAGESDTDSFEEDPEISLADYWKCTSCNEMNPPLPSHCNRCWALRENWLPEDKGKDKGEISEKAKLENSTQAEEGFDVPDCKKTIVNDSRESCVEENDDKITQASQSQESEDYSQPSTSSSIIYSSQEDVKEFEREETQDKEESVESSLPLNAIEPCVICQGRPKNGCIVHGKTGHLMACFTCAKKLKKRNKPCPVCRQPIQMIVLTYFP
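Assay system: stable mammalian line carrying autodegrading MDM2–luciferase fusion reporter; amount: 2000 cells seeded into each well; buffer or medium: DMEM; benchmarks: plate control and blank wells; signal: luciferase luminescence; timing: 2 h compound exposure at 37 °C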
PERK inhibitor: block of dimerizer-induced PERK translation repression, primary screen, PERK inhibitor project, CHO PERK-DD cells, SEAP luminescence, HTS; CHO PERK-DD fusion, SEAP luminescence translation reporter; AID 1416, 2008; 0.17% of 220,000 active; Eukaryotic translation initiation factor 2-alpha kinase 3 (Homo sapiens), Q9NZJ5; inhibition, % at 5.6 µM;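 active means inhibition above the mean inhibition of all tested compounds plus 3 SD, set separately per screening campaign, cut at about 2.9% in these data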;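 further: PERK kinase domain activated by AP20187 dimerizer at 100 nM; 0% = DMSO with dimerizer and 100% = rapamycin at 8.4 µM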
Wee1 stabilizer: Wee1 degradation inhibitors, primary screen, cell-based, HeLa, Wee1K328M-luciferase, luminescence; Wee1-like protein kinase (Homo sapiens), P30291; HeLa Luc-Wee1K328M stability; 100% = proteasome inhibitor MG132 effect; reporter increase, % at 5 µM; 1.2% of 220,000 active; AID 1321, 2008;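 active means activation above the mean of all tested compounds plus 3 SD, set per screening run, cut at about 8.8% in these data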;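 further: cells exposed to compound for 20 h before luminescence read; 0% = DMSO alone and 100% = MG132 at 30 µM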
NPY-Y2 PAM-ag: NPY-Y2 potentiators or agonists, primary screen, cell-based | Neuropeptide Y receptor type 2 (Homo sapiens), P49146 | activation, % at 3.6 µM | 0.45% of 220,000 active | cells expressing NPY-Y2, potentiator/agonist read-out; in the data active means activation above about 27%;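 further: cells stimulated with NPY near EC25 plus isoproterenol at EC100; 0% = vehicle plus submaximal agonist and 100% = vehicle plus saturating agonist; some results beyond the cut were filed as inactive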
An asterisk follows results filed as active; [ ] = dose if it differs, or a comment.

Results for O=C(O)c1ccc(-c2nc(-c3ccccc3)c(-c3cccs3)[nH]2)cc1 ?
Ba/F3 V617F tox: 1; S1P4 agonist: 0.9; eIF4E 4G PPI: 1; S1P4 antagonist: -13; BaF3 parental: -6; Mdm2 ligase inh: -8; PERK inhibitor: 4.3*; Wee1 stabilizer: -2; NPY-Y2 PAM-ag: -32

Results for COC(=O)COc1cccc(NC(=O)c2ccc(C)cc2)c1 ?
Ba/F3 V617F tox: 7; S1P4 agonist: 0.0; eIF4E 4G PPI: 1[fluorescence artefact?]; S1P4 antagonist: -21; BaF3 parental: 3; Mdm2 ligase inh: 4; PERK inhibitor: -0.7; Wee1 stabilizer: 2; NPY-Y2 PAM-ag: -33

Results for COc1ccc(OCC(=O)N2CCc3c([nH]c4ccccc34)C2c2ccccn2)cc1 (stereo not drawn) ?
Ba/F3 V617F tox: 4; S1P4 agonist: -1.9; eIF4E 4G PPI: 4; S1P4 antagonist: 4; BaF3 parental: 7; Mdm2 ligase inh: -7; PERK inhibitor: 0.3; Wee1 stabilizer: -1; NPY-Y2 PAM-ag: 12

Results for Cc1sc(NC(=O)CN2CCN(c3ccccn3)CC2)c(C#N)c1C ?
Ba/F3 V617F tox: -1; S1P4 agonist: 5.1; eIF4E 4G PPI: -1; S1P4 antagonist: -12; BaF3 parental: 2; Mdm2 ligase inh: -4; PERK inhibitor: 0.0; Wee1 stabilizer: -1; NPY-Y2 PAM-ag: -3

Results for COc1ccc(CCN=C(N)NS(=O)(=O)c2ccc(C)cc2)cc1 ?
Ba/F3 V617F tox: -4; S1P4 agonist: -2.8; eIF4E 4G PPI: 0; S1P4 antagonist: -9; BaF3 parental: -2; Mdm2 ligase inh: -13; PERK inhibitor: 0.5; Wee1 stabilizer: -2; NPY-Y2 PAM-ag: 14

How did COc1ccc(/C=C2/SC(=O)N(CC(=O)Nc3cc(C)on3)C2=O)cc1OC do in these assays?
Ba/F3 V617F tox: 2; S1P4 agonist: 0.6; eIF4E 4G PPI: 6; S1P4 antagonist: -23; BaF3 parental: 6; PERK inhibitor: -0.1; Wee1 stabilizer: 0; NPY-Y2 PAM-ag: -17

How did Cc1cc(=O)oc(C)c1C(=O)Nc1cccnc1Cl do in these assays?
Ba/F3 V617F tox: 1; S1P4 agonist: 0.1; eIF4E 4G PPI: -1; S1P4 antagonist: -19; BaF3 parental: 0; Mdm2 ligase inh: -10; PERK inhibitor: -1.1; Wee1 stabilizer: 1; NPY-Y2 PAM-ag: -7

How did Cc1c(C(=O)NCc2cccnc2)oc2ccc(S(=O)(=O)N3CCCC(C)C3)cc12 (stereo not drawn) do in these assays?
Ba/F3 V617F tox: 4; S1P4 agonist: 1.0; eIF4E 4G PPI: 3; S1P4 antagonist: -6; BaF3 parental: 9; Mdm2 ligase inh: 3; PERK inhibitor: -0.6; Wee1 stabilizer: 2; NPY-Y2 PAM-ag: 15

What do the screens show for `Cc1ccn2cc(-c3cnoc3C)nc2c1`?
Ba/F3 V617F tox: -2; S1P4 agonist: -0.1; eIF4E 4G PPI: 2; S1P4 antagonist: 10; BaF3 parental: 0; PERK inhibitor: -0.3; Wee1 stabilizer: 0; NPY-Y2 PAM-ag: 6

How did CC(CN1CCCCC1)OC(=O)CCc1ccccc1 (stereo not drawn) do in these assays?
Ba/F3 V617F tox: -2; S1P4 agonist: 0.0; eIF4E 4G PPI: 0; S1P4 antagonist: -10; BaF3 parental: 6; Mdm2 ligase inh: -15; PERK inhibitor: 0.0; Wee1 stabilizer: -2; NPY-Y2 PAM-ag: -15

What do the screens show for `COc1ccc(/C=N/NC(=O)c2ccc(CSc3nc(C)cc(C)n3)cc2)cc1O`?
Ba/F3 V617F tox: -2; S1P4 agonist: 1.0; eIF4E 4G PPI: 2[fluorescence artefact?]; S1P4 antagonist: -14; BaF3 parental: 2; Mdm2 ligase inh: -14; PERK inhibitor: 0.5; Wee1 stabilizer: -2; NPY-Y2 PAM-ag: -1

What do the screens show for `CCCc1cc(C(=O)Nc2cccnc2)no1`?
Ba/F3 V617F tox: -4; S1P4 agonist: -0.7; eIF4E 4G PPI: 2; S1P4 antagonist: 0; BaF3 parental: 1; Mdm2 ligase inh: -9; PERK inhibitor: -0.3; Wee1 stabilizer: -3; NPY-Y2 PAM-ag: 11

How did CCc1[nH]c(=O)c(C#N)c2c1CCCC2 do in these assays?
Ba/F3 V617F tox: 0; S1P4 agonist: 0.2; S1P4 antagonist: -20; BaF3 parental: 5; Mdm2 ligase inh: -4; PERK inhibitor: -0.9; Wee1 stabilizer: 5; NPY-Y2 PAM-ag: 3

What do the screens show for `COCCN(C(=S)Nc1ccccc1C)C(C)c1ccco1` (stereo not drawn)?
Ba/F3 V617F tox: 4; S1P4 agonist: 1.3; eIF4E 4G PPI: -2; S1P4 antagonist: -2; BaF3 parental: -5; PERK inhibitor: 0.3; Wee1 stabilizer: -3; NPY-Y2 PAM-ag: -13

What do the screens show for `Oc1ccccc1/C=N/Nc1nn[nH]n1`?
Ba/F3 V617F tox: -2; S1P4 agonist: 2.0; eIF4E 4G PPI: -2; S1P4 antagonist: -2; BaF3 parental: -2; Mdm2 ligase inh: -6; PERK inhibitor: 0.0; Wee1 stabilizer: 0; NPY-Y2 PAM-ag: 4

How did CCCCc1c(O)cc(C)[nH]c1=O do in these assays?
Ba/F3 V617F tox: 2; S1P4 agonist: -0.2; eIF4E 4G PPI: -5; S1P4 antagonist: 3; BaF3 parental: 0; Mdm2 ligase inh: -9; PERK inhibitor: 1.4; Wee1 stabilizer: -2; NPY-Y2 PAM-ag: -12

Results for COc1cc(C2Nc3ccccc3C(=O)N2c2ccccc2)c(Br)cc1OCC(=O)O (stereo not drawn) ?
Ba/F3 V617F tox: -2; S1P4 agonist: 1.0; eIF4E 4G PPI: 4[fluorescence artefact?]; S1P4 antagonist: -11; BaF3 parental: 8; Mdm2 ligase inh: -10; PERK inhibitor: 1.6; Wee1 stabilizer: -2; NPY-Y2 PAM-ag: 2

What do the screens show for `CCOC(=O)N1CCN(C(=O)CNC(=O)Cc2ccc(Cl)cc2)CC1`?
Ba/F3 V617F tox: -5; S1P4 agonist: 2.2; eIF4E 4G PPI: -9[fluorescence artefact?]; S1P4 antagonist: -3; BaF3 parental: 1; Mdm2 ligase inh: 4; PERK inhibitor: 0.2; Wee1 stabilizer: 2; NPY-Y2 PAM-ag: -7

What do the screens show for `COC(=O)CNC(c1ccccc1)c1cc(Br)ccc1NS(=O)(=O)c1ccc(C)cc1` (stereo not drawn)?
Ba/F3 V617F tox: -2; S1P4 agonist: 0.4; eIF4E 4G PPI: 5; S1P4 antagonist: 4; BaF3 parental: 2; Mdm2 ligase inh: 7; PERK inhibitor: 1.1; Wee1 stabilizer: -3; NPY-Y2 PAM-ag: 17

Results for Cc1cc2nc(-c3cccnc3SCC(=O)NC3CC3)[nH]c2cc1C ?
Ba/F3 V617F tox: 9; S1P4 agonist: -0.1; eIF4E 4G PPI: 1; S1P4 antagonist: 1; BaF3 parental: 15; Mdm2 ligase inh: -6; PERK inhibitor: 0.1; Wee1 stabilizer: 6; NPY-Y2 PAM-ag: -20

What do the screens show for `CCN1c2ccccc2-c2nc3ccccc3n2C1c1cccnc1` (stereo not drawn)?
Ba/F3 V617F tox: 2; S1P4 agonist: 1.0; eIF4E 4G PPI: -14; S1P4 antagonist: 15; BaF3 parental: 4; Mdm2 ligase inh: -5; PERK inhibitor: -0.8; Wee1 stabilizer: 1; NPY-Y2 PAM-ag: -5

Results for COc1cc2c(cc1NC(=O)COC(=O)C1CC(=O)N(Cc3ccco3)C1)oc1ccccc12 (stereo not drawn) ?
Ba/F3 V617F tox: 4; S1P4 agonist: 1.2; eIF4E 4G PPI: 3; S1P4 antagonist: -6; BaF3 parental: 4; Mdm2 ligase inh: -27; PERK inhibitor: 0.8; Wee1 stabilizer: -3; NPY-Y2 PAM-ag: -10

What do the screens show for `CCOC(=O)c1oc2ccccc2c1NC(=O)c1ccc(Cl)s1`?
Ba/F3 V617F tox: 0; S1P4 agonist: -1.0; eIF4E 4G PPI: 1[fluorescence artefact?]; S1P4 antagonist: 1; BaF3 parental: 0; Mdm2 ligase inh: -16; PERK inhibitor: 1.2; Wee1 stabilizer: -1; NPY-Y2 PAM-ag: -4

Results for COc1ccc(-c2cc(-c3ccccc3)c(C#N)c(S(C)(=O)=O)n2)cc1 ?
Ba/F3 V617F tox: -2; S1P4 agonist: 0.9; eIF4E 4G PPI: -5; S1P4 antagonist: 12; BaF3 parental: 1; Mdm2 ligase inh: -4; PERK inhibitor: 1.5; Wee1 stabilizer: -1; NPY-Y2 PAM-ag: 4

Reprinted from the part before: two compounds; new compounds follow.
What do the screens show for `CCOC(=O)c1oc2ccccc2c1NC(=O)c1ccc(Cl)s1`?
Ba/F3 V617F tox: 0; S1P4 agonist: -1.0; eIF4E 4G PPI: 1[fluorescence artefact?]; S1P4 antagonist: 1; BaF3 parental: 0; Mdm2 ligase inh: -16; PERK inhibitor: 1.2; Wee1 stabilizer: -1; NPY-Y2 PAM-ag: -4

Results for COc1ccc(-c2cc(-c3ccccc3)c(C#N)c(S(C)(=O)=O)n2)cc1 ?
Ba/F3 V617F tox: -2; S1P4 agonist: 0.9; eIF4E 4G PPI: -5; S1P4 antagonist: 12; BaF3 parental: 1; Mdm2 ligase inh: -4; PERK inhibitor: 1.5; Wee1 stabilizer: -1; NPY-Y2 PAM-ag: 4

How did CCCCNc1nc(N)ncc1[N+](=O)[O-] do in these assays?
Ba/F3 V617F tox: -5; S1P4 agonist: -0.4; eIF4E 4G PPI: 0; S1P4 antagonist: 10; BaF3 parental: 2; Mdm2 ligase inh: -7; PERK inhibitor: 1.6; Wee1 stabilizer: 1; NPY-Y2 PAM-ag: -1

Results for COC(=O)C1CC(c2c(OC)cc(OC)cc2OC)=NO1 (stereo not drawn) ?
Ba/F3 V617F tox: -4; S1P4 agonist: 1.9; eIF4E 4G PPI: -3; S1P4 antagonist: -12; BaF3 parental: 1; PERK inhibitor: 2.4; Wee1 stabilizer: 3; NPY-Y2 PAM-ag: 9

What do the screens show for `COc1cc(NC(=O)CSc2nncn2C)c(C)cc1[N+](=O)[O-]`?
Ba/F3 V617F tox: 0; S1P4 agonist: 1.0; eIF4E 4G PPI: -6; S1P4 antagonist: 4; BaF3 parental: 5; Mdm2 ligase inh: -5; PERK inhibitor: 0.7; Wee1 stabilizer: -4; NPY-Y2 PAM-ag: -10

How did CCOc1ccc(-n2c(C)cc(C(=O)NS(=O)(=O)c3ccc(C)cc3)c2C)cc1 do in these assays?
Ba/F3 V617F tox: 2; S1P4 agonist: -0.2; eIF4E 4G PPI: 6; S1P4 antagonist: -11; BaF3 parental: 11; Mdm2 ligase inh: -9; PERK inhibitor: 0.6; Wee1 stabilizer: 2; NPY-Y2 PAM-ag: -7
